From PubChem BioAssay
PriA SSB inh: inhibitors of Klebsiella pneumoniae PriA binding to SSB C-terminal tail, primary screen, biochemical, AlphaScreen. PriA–SSB C-terminal tail interaction (Klebsiella pneumoniae). AlphaScreen SSBct-PriA binding, biotinylated peptide. inhibition, % at 33 µM. hit rate 0.6% among 430,000. AID 1272365, 2023; in the data active = inhibition mostly above about 37%, no sharp cut-off; inactive = mostly below about 20%;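 note: plate controls were negative control peptide for no effect and reference peptide for full effect; strong numbers were not always called active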
BH1578 lux ind: inducers of Vibrio cholerae quorum light production without autoinducers, primary screen, BH1578 luxS cqsA deficient, single point. V. cholerae BH1578 lux reporter, luminescence, 6 h. activation, % at 18.7 µM. hit rate 0.16% among 350,000; in the data active = activation mostly above about 9.7%, no sharp cut-off; inconclusive = no clear call, values can overlap the other calls; inactive = mostly below about 3.7%; note: not every result past the cut was called active; inactives centre near 0; reference of the scale not given here
PfHsp40 yeast: rescue of yeast from PfHsp40 toxicity, primary screen, S. cerevisiae, ATP luminescence. S. cerevisiae expressing PfHsp40, growth rescue. growth rescue, % at 12.5 µM. hit rate 0.68% among 340,000. AID 504582, 2011; in the data active = growth rescue above about 28%, passing the limit was not always enough; inconclusive = no clear call, values can overlap the other calls;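 note: yeast W303a lacking pdr1 and pdr3 grown in galactose medium; growth measured after three days at 30 °C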
TcdB inh: TcdB glycohydrolase inhibitors, primary screen, biochemical, single point, plate reader; inhibition, % at 9.99 µM; hit rate 0.24% among 350,000; TcdB glycohydrolase enzymatic assay; in the data active = inhibition above about 10%
Target sequence (P18177 whole entry, looked up): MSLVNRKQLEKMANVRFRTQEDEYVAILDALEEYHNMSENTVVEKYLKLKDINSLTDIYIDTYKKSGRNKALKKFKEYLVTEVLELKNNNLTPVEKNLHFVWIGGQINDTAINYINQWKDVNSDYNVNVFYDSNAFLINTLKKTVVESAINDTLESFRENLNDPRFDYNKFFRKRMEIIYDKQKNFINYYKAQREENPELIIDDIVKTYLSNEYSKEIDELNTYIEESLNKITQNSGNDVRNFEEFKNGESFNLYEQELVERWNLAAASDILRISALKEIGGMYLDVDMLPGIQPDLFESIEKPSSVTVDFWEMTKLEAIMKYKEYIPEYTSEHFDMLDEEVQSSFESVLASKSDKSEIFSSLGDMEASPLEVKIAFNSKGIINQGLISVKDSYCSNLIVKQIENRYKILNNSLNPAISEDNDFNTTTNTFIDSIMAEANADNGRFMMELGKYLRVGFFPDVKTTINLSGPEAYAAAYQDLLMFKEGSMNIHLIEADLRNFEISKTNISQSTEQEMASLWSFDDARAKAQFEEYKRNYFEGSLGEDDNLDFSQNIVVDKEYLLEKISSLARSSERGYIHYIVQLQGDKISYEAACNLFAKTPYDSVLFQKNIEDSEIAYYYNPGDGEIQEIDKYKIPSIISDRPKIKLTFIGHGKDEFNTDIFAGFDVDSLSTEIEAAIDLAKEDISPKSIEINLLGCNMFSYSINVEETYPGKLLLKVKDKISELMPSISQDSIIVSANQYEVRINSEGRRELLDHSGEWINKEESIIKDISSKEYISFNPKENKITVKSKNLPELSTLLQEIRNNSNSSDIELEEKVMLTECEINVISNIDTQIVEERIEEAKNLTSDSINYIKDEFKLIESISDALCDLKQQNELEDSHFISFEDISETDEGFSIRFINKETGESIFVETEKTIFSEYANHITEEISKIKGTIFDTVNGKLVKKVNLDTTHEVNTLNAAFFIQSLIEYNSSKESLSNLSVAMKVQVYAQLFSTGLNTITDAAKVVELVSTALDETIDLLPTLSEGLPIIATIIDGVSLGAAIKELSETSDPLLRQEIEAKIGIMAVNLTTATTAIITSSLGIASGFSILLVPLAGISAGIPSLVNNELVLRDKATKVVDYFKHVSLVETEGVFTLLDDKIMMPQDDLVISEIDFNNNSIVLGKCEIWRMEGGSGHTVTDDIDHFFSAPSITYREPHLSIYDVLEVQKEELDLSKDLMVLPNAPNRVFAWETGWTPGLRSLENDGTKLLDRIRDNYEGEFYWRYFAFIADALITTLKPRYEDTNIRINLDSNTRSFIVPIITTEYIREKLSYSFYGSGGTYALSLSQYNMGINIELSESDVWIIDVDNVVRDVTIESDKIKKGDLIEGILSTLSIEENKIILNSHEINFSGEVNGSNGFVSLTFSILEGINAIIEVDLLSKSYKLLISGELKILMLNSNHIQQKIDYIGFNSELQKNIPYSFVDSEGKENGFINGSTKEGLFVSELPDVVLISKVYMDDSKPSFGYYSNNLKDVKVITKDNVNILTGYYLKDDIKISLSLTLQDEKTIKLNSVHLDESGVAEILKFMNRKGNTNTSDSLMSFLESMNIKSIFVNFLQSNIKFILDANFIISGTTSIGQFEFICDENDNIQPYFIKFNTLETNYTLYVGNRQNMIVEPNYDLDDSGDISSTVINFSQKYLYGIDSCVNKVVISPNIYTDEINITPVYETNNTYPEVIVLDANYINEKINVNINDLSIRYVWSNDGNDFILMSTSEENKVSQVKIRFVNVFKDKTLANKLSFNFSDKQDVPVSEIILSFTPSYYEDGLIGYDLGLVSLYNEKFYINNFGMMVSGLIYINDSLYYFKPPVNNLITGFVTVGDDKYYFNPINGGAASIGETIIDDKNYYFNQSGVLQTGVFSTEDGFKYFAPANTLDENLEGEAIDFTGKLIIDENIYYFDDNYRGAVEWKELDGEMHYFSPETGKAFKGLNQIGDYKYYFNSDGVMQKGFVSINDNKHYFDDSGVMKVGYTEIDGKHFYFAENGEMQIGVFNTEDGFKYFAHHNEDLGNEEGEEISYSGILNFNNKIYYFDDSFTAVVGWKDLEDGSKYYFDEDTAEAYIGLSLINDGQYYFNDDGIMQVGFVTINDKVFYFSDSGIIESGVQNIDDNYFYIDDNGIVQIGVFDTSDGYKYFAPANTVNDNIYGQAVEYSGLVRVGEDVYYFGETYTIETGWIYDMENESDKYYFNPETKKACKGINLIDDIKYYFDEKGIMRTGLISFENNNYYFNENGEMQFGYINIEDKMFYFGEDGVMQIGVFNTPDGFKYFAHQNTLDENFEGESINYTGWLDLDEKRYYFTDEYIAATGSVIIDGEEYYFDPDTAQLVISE
Anthrax LF prot: Bacillus anthracis LF protease inhibitors, primary screen, biochemical, multiplex microsphere, MLPCN library. Lethal factor (Bacillus anthracis), P15917. multiplex microsphere protease cleavage assay. inhibition, % at 10 µM. hit rate 0.12% among 360,000. AID 588501, 2011; note: plate controls were buffer without enzyme for full effect and enzyme alone for no effect
Yp Topo-I inh: Yersinia pestis topoisomerase I inhibitors, primary screen, biochemical, cleavage product accumulation, plate reader, single point. hit rate 0.064% among 360,000. Y. pestis Topo-I cleavage product accumulation. activity, % at 10 µM. DNA topoisomerase I (Yersinia pestis CO92). AID 504884, 2011; in the data active = activity above about 50%, passing the limit was not always enough; inconclusive = no clear call, values can overlap the other calls; note: inactives centre near 2
VHR inh abs: VHR1 phosphatase inhibitors, primary screen, biochemical, absorbance, uHTS | recombinant VHR phosphatase, pNPP absorbance | inhibition, % at 13.3 µM | hit rate 0.52% among 290,000; in the data active = inhibition above about 50%; note: some compounds called inactive have numbers as strong as hits
3CLpro inhibitor: SARS-CoV 3CLpro protease inhibitors, primary screen, biochemical, quenched FRET. Replicase polyprotein 1ab (Severe acute respiratory syndrome coronavirus), P0C6X7. recombinant SARS-CoV 3CLpro, quenched FRET peptide cleavage. inhibition, % at 6 µM. hit rate 0.14% among 290,000. AID 1706, 2009; in the data active = inhibition above about 12%
CCHF vOTU inh: CCHFV vOTU protease inhibitors, primary screen, biochemical, Pep-AMC substrate, fluorescence | Crimean-Congo hemorrhagic fever virus L polyprotein viral ovarian tumor (vOTU) protease … | inhibition, % at 11.5 µM | hit rate 0.55% among 370,000 | AID 651958, 2012; in the data active = inhibition above about 30%; note: 0% = vehicle wells with enzyme and 100% = no enzyme wells
BoNT A protease: BoNT/A light chain protease inhibitors, primary screen, biochemical, flow cytometry, MLPCN library | multiplex microsphere protease substrate cleavage | inhibition, % at 10 µM | hit rate 0.17% among 360,000 | AID 588499, 2011; note: plate controls were buffer without enzyme for full effect and enzyme alone for no effect
Numbers without * were called inactive; i = inactive; ? = inconclusive; / = not tested or not shown. Cut-off read from the data, not from the text of the source, unless noted: active = inhibition above about 30%; inconclusive = no clear call, values can overlap the other calls; inactive = below that.

#	Molecule	PriA SSB inh	BH1578 lux ind	PfHsp40 yeast	TcdB inh	Anthrax LF prot
1	Cc1ccc(C(OCC(O)CN2CCCCC2)c2ccccc2)cc1 (stereo unspecified)	-5	-0.5	-0.6	1.1	2
2	Cc1c(OC(C)C(=O)NCCCN2CCOCC2)ccc2c1oc(=O)c1ccccc12 (stereo unspecified)	-7	-0.4	-0.6	-0.5	-1
3	Cc1cc2nc(-c3ccc(SCc4ccccn4)nc3)[nH]c2cc1C	3	-0.1	-0.1	0.7	0
4	CCn1cc([N+](=O)[O-])c(C(=O)N2CCN(C(=O)c3ccco3)CC2)n1	-13	-1.3	-0.9	/	-2
5	COc1ccc(CNC[C@H]2O[C@@H](n3ccc(=O)[nH]c3=O)[C@H](O)[C@@H]2O)cc1OC	-3	0.1	-1.9	-1.0	-8
6	Cc1ccc(C(=O)N2CC=C(c3ccccc3)CC2)o1	-8	0.7	1.2	2.0	-1
7	CC(C)C1Cc2ccccc2-c2[nH]c(=S)[nH]c(=O)c21 (stereo unspecified)	1	i	/	1.4	-2
8	CNC(=S)N(CCc1c(C)[nH]c2ccc(C)cc12)Cc1cccs1	14	i	-0.3	1.0	-2
9	O=C1CC(C(=O)Nc2cc(Cl)ccc2Cl)n2ncnc2N1 (stereo unspecified)	5	i	-0.1	1.3	-6
10	Cn1c(O)c(C(=O)c2ccccc2Cl)c(=O)n(C)c1=O	-6	/	-0.4	/	0

#	Yp Topo-I inh	VHR inh abs	3CLpro inhibitor	CCHF vOTU inh	BoNT A protease
1	-4	-3	0	2	-3.2
2	-2	9	-8	-78	1.4
3	-2	22	-4	-32	1.3
4	2	-5	-2	1	-0.7
5	4	/	/	3	-0.1
6	-6	/	/	-4	0.7
7	-3	/	/	-9	0.0
8	-4	12	-2	21	-0.3
9	2	9	-1	0	-0.3
10	3	12	-2	12	3.3

Next section.
#	Molecule	PriA SSB inh	BH1578 lux ind	PfHsp40 yeast	TcdB inh	Anthrax LF prot
11	COC(=O)c1cccc([N+](=O)[O-])c1CN1CCCC(C(N)=O)C1 (stereo unspecified)	8	-1.4	-0.1	3.6	5
12	CC1CC(C)CN(c2nc3c(c(=O)n(C)c(=O)n3C)n2C)C1 (stereo unspecified)	-1	i	0.2	/	-5
13	CCCCC(C(=O)NC(C)(C)C)N(Cc1ccccc1)C(=O)c1snc(C(N)=O)c1N (stereo unspecified)	-9	i	59*	1.0	4
14	O=S(=O)(c1ccccc1)N1CCN(Cc2cccc(Cl)c2)CC1	-19	i	-0.3	/	-1
15	COc1cc(SC)ccc1C(=O)OCC(=O)NCCNC(=O)COC(=O)c1ccc(SC)cc1OC	-3	-0.1	0.9	0.4	3
16	O=C(CN(c1ccc2c(c1)OCCO2)S(=O)(=O)c1ccccc1)Nc1ccc2c(c1)OCO2	4	i	1.0	/	-5
17	Cc1c(C(c2cccc(Br)c2)c2c(C)n(C)n(-c3ccccc3)c2=O)c(=O)n(-c2ccccc2)n1C	-11	-1.2	-0.5	0.1	0
18	O=C(NNC(=O)c1ccc([N+](=O)[O-])cc1Cl)c1ccncc1	3	i	-0.9	/	-3
19	CC(C)C[C@H](NC(=O)c1nc[nH]c1C(=O)N[C@@H](CCCCNC(=O)OC(C)(C)C)C(=O)OC(C)(C)C)C(=O)OCc1ccccc1	-4	i	3.2	1.4	-2
20	CCn1c(SCC(=O)Nc2ccc3c(c2)OCO3)nc2c1c(=O)n(C)c(=O)n2C	-8	/	8.8	/	0

#	Yp Topo-I inh	VHR inh abs	3CLpro inhibitor	CCHF vOTU inh	BoNT A protease
11	2	24	-2	-23	-1.2
12	6	7	2	6	0.3
13	26	9	11	1	0.1
14	30	8	-3	0	1.0
15	12	-7	1	-5	2.3
16	-3	-15	1	8	0.9
17	25	12	-2	5	-2.2
18	-8	-7	5	2	1.4
19	12	-3	12	29	0.1
20	5	8	-3	-13	0.1

(further entries)
#	Molecule	PriA SSB inh	BH1578 lux ind	PfHsp40 yeast	TcdB inh	Anthrax LF prot
21	O=C(NN1C(=O)C2C3c4ccccc4C(c4ccccc43)C2C1=O)c1ccccc1 (stereo unspecified)	-6	-0.3	0.8	/	-1
22	O=C(c1ccco1)N1CCCC(c2nc3c(nnn3Cc3c(Cl)cccc3Cl)c(=O)[nH]2)C1 (stereo unspecified)	3	-0.1	-0.9	-5.5	-2
23	CC(=O)Nc1ccc(NC(=O)COC(=O)C2c3ccccc3Oc3ccccc32)cc1	7	-0.5	1.1	1.4	0
24	Cc1ccc(CNC(=O)C2CCCN(C(=O)Nc3ccc(F)cc3)C2)cc1 (stereo unspecified)	6	-0.3	-0.1	0.3	-5
25	COc1ccc(N(C(=O)C(C)C)S(=O)(=O)c2ccc(Cl)cc2)cc1	-24	-0.2	0.4	/	-2
26	CCOC(=O)c1ccc(N2C(=O)[C@@H](c3ccccc3)[C@H]2c2ccccc2)cc1	4	i	3.9	-0.9	-5
27	CCOC(=O)c1oc2cc(O)c(CC)cc2c(=O)c1-c1ccc2c(c1)OCCO2	3	-0.3	-0.2	0.4	-2
28	CC(=O)Nc1cc(-c2ccc(C(=O)N3CCOCC3)cc2)cn2c(-c3ccccc3)cnc12	/	i	/	-2.2	-7
29	CCOc1ccc(C(=O)Nc2cccc(C(=O)O)c2)cc1Cl	-1	i	0.9	-0.5	-3
30	O=C1[C@@H]2[C@H]3CC[C@H](C3)[C@@H]2C(=O)N1O	7	1.2	-0.2	-0.2	6

#	Yp Topo-I inh	VHR inh abs	3CLpro inhibitor	CCHF vOTU inh	BoNT A protease
21	-4	13	5	2	-0.2
22	16	21	-1	21	-1.1
23	2	13	0	-9	-0.6
24	5	30	-4	-36	-0.9
25	9	14	-1	-8	0.2
26	31	/	/	6	0.5
27	1	7	3	-1	-1.4
28	8	/	/	1	-0.1
29	-6	8	-3	-14	0.1
30	1	17	0	-7	?

Whole records, looked up by structure. Values in the order: PriA SSB inh | BH1578 lux ind | PfHsp40 yeast | TcdB inh | Anthrax LF prot | Yp Topo-I inh | VHR inh abs | 3CLpro inhibitor | CCHF vOTU inh | BoNT A protease
Shown for `O=C(c1ccco1)N1CCCC(c2nc3c(nnn3Cc3c(Cl)cccc3Cl)c(=O)[nH]2)C1` (stereo unspecified) → 3 | -0.1 | -0.9 | -5.5 | -2 | 16 | 21 | -1 | 21 | -1.1
Shown for `CC(=O)Nc1cc(-c2ccc(C(=O)N3CCOCC3)cc2)cn2c(-c3ccccc3)cnc12` → / | i | / | -2.2 | -7 | 8 | / | / | 1 | -0.1
Shown for `O=C1[C@@H]2[C@H]3CC[C@H](C3)[C@@H]2C(=O)N1O` → 7 | 1.2 | -0.2 | -0.2 | 6 | 1 | 17 | 0 | -7 | ?
Shown for `CC(=O)Nc1ccc(NC(=O)COC(=O)C2c3ccccc3Oc3ccccc32)cc1` → 7 | -0.5 | 1.1 | 1.4 | 0 | 2 | 13 | 0 | -9 | -0.6

(cont.)
#	Molecule	PriA SSB inh	BH1578 lux ind	PfHsp40 yeast	TcdB inh	Anthrax LF prot
31	CCOC(=O)c1sc(NC(=O)c2ccco2)nc1-c1ccccc1	-3	-0.1	0.4	1.0	-7
32	CSCCC(NC(=O)COc1ccccc1)C(=O)OCc1ccc(Cl)cc1 (stereo unspecified)	-23	-1.2	0.7	1.0	1
33	C/C=N/NC(=O)c1cc(Br)ccc1O	/	-0.4	0.2	/	0
34	COc1cccc(CNC(=O)C2CCCN(S(=O)(=O)c3cnc[nH]3)C2)c1 (stereo unspecified)	-7	-0.5	0.0	-5.7	-12
35	CCOC(=O)N1CCC(NC(=O)c2cc(S(=O)(=O)N3CCC4(CC3)OCCO4)ccc2F)CC1	-13	-0.5	-0.9	/	-1
36	O=C(CCNC(=O)c1ccccc1)NNC(=O)c1ccc(F)cc1	-15	i	-0.1	-0.4	-10
37	Cc1ccc(S(=O)(=O)NCC(=O)N2CCCC2)cc1	-11	-0.2	-1.4	/	2
38	COc1ccc(/C=N/NC(=O)c2cccc(O)c2)cc1Cn1nc(C)c([N+](=O)[O-])c1C	/	-0.3	7.6	/	-6
39	CC1(NC(=O)Nc2cccc(Br)c2)CCS(=O)(=O)C1 (stereo unspecified)	-11	i	-1.5	0.7	1
40	COc1cccc(-c2nc(CS(=O)(=O)CC(=O)NC3CCCC3)c(C)o2)c1	-5	-0.4	-0.1	3.2	2

#	Yp Topo-I inh	VHR inh abs	3CLpro inhibitor	CCHF vOTU inh	BoNT A protease
31	8	16	1	-6	-0.4
32	12	/	/	2	-2.2
33	0	0	0	5	-0.6
34	1	-4	-1	-2	-0.6
35	6	15	-5	-10	0.3
36	0	/	/	12	0.0
37	3	-16	1	-7	?
38	6	12	3	9	0.9
39	1	/	/	-12	-0.3
40	5	-13	0	7	0.1

(listing goes on)
#	Molecule	PriA SSB inh	BH1578 lux ind	PfHsp40 yeast	TcdB inh	Anthrax LF prot
41	CC(C)CC(OC(=O)c1nsc(Cl)c1Cl)C(=O)NCC1CCCO1 (stereo unspecified)	0	-0.2	0.4	1.1	-3
42	NC1=C(c2ccccc2)C(=O)NC1=O	-1	-11	-0.3	0.7	-2
43	COc1ccc(S(=O)(=O)NCCc2nnc3ccc(SCC(=O)Nc4nc(C)cs4)nn23)cc1	-9	i	-0.2	/	0
44	NC(=S)N/N=C/c1coc2c(ccc3ccccc32)c1=O	/	-2.4	-1.3	/	0
45	O=C(Nc1ccon1)c1sc2cc(F)ccc2c1Cl	-20	0.4	0.1	/	0
46	O=c1ccc(-c2ccc(S(=O)(=O)N3CCN(c4cccc(Cl)c4)CC3)o2)n[nH]1	7	-0.9	-1.3	-1.0	-2
47	CN(/C=C/C(=O)C(F)(F)F)Cc1ccccc1	-7	i	-0.2	/	-2
48	O=C(NCCN1CCOCC1)c1cccc(S(=O)(=O)NCc2ccccc2)c1	-6	-1.9	-0.4	-0.3	10
49	O=C(Cc1c[nH]c2ccccc12)NC1(C(=O)NC2CCCC2)CCCCC1	-4	4.6	0.0	1.3	1
50	COC(=O)N(NC(=O)C(O)(c1ccccc1)c1ccccc1)c1ccc(C)cc1	-12	-0.2	0.1	/	2
51	CCc1nc2ccc(C)cc2c(C(=O)NC2CCCCC2C)c1C (stereo unspecified)	-11	i	1.1	/	-8
52	O=c1[nH]ncc2c3ccccc3n(Cc3ccccc3)c12	-3	-0.7	0.7	/	-2
53	C=CCc1c(C)nn(CC(=O)O)c1-c1ccccc1	4	i	-0.2	/	2

#	Yp Topo-I inh	VHR inh abs	3CLpro inhibitor	CCHF vOTU inh	BoNT A protease
41	-4	32	4	14	1.1
42	0	-2	0	-11	-2.2
43	1	7	-9	-9	-0.3
44	4	18	5	-1	-1.1
45	10	48	7	9	0.2
46	-4	1	1	-6	-3.9
47	-7	29	3	-1	-2.1
48	-2	/	/	-1	-5.0
49	7	0	2	4	-0.1
50	4	33	-1	8	-0.2
51	10	38	2	-1	?
52	25	19	3	12	0.0
53	2	4	1	1	0.5

Some of the compounds tested; count on the stated rates, not on these rows.
